Screens deposited in PubChem by National Center for Advancing Translational Sciences (NCATS).
ATXN viability: cell viability loss in ATXN counter-screen; 400,000 compounds, 0.49% hits; Potency, µM (top dose mostly 56.7 µM), hits mostly cytotoxic; S2 cells (HEK-293 line with an ATXN2-luciferase reporter) viability, CellTiter-Fluor protease fluorescence, 24 h; AID 651635; also: potency is read from the fitted curve at half-maximal effect; nearly all actives have a fitted effect of over 40% in size
HepG2 tox: counter-screen for TGF-b inhibitors: cytotoxicity in HepG2 cells; HepG2 CAGA-GFP viability, ATP luminescence, 18 h; Potency, µM (highest dose often 46.1 µM), without a hit: at the highest dose activity change, negative = cytotoxicity, actives largely listed as cytotoxic; 410,000 compounds, 0.76% hits; AID 588856; also: potency is read from the fitted curve at half-maximal effect; some results filed as inactive show a strong effect at the top dose
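HepG2 CAGA-GFP cells (1000/well, DMEM with 1% FBS) received compound, then TGF-beta at 500 pg/mL final, and were incubated 18 hours at 37 degrees C. Viability was read by CellTiter-Glo luminescence. Media-only wells were set as complete cell-killing and DMSO as no toxicity.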
Akt phos inh: blocks phosphorylation of Akt | Neuro2A IGF-stimulated pAkt S473 HTRF, 20 min; active compounds read low | activity change, % for hits at 50 µM | 360,000 compounds, 0.32% hits; in the data active = activity change below about -80%; inconclusive = mostly about -51% to -80%; also: % is scaled to controls: 0 for no effect and ±100 for the full control effect
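Single-point screen (50 µM final compound) in Neuro2A cells stimulated 20 min with 6 nM IGF at 37 deg C. After lysis, Ser473-phosphorylated Akt read by HTRF (ex 330 nm, em 615/665 nm) as the 665/615 ratio.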
TGFb inhibitor: blocks TGF-b signaling; HepG2 CAGA-GFP TGF-b/SMAD3 reporter, GFP fluorescence, 18 h; TGF-beta stimulated, 500 pg/mL final; Potency, µM (top dose mostly 46.1 µM), without a hit: at the highest dose activity, negative = inhibition, hits mostly inhibitors; 410,000 compounds, 1.2% hits; AID 588855; also: potency is read from the fitted curve at half-maximal effect; % is scaled to controls: 0 for no effect and ±100 for the full control effect; nearly all actives have a fitted effect of over 65% in size
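Per well, imaged GFP fluorescence of HEPG2 CAGA-GFP cells gives the signal; cells get compound, then TGF-beta (500 pg/mL final), 18 h at 37 degrees C; %Activity versus -TGF-beta and +DMSO controls.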
A549 viability: kills or reduces viability of A549 cells in Nrf2 counter-screen; Potency, µM (titrated, usually from 46 µM), for the others: top-dose activity change, negative = cytotoxicity, actives largely listed as inhibitors; 390,000 compounds, 0.16% hits; A549 ARE-Fluc cells, CellTiter-Fluor viability, 18-24 h; also: potency is read from the fitted curve at half-maximal effect; % is scaled to controls: 0 for no effect and ±100 for the full control effect
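Cytotoxicity counterscreen: CellTiter-Fluor fluorescence was measured in A549 ARE_Fluc cells after 18-24 h of compound exposure in a concentration series. The subsequent BugLite luminescent read reports ARE-luciferase activity.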
Nrf2 block: Nrf2 pathway inhibition | A549 ARE-Fluc reporter, luciferase luminescence, 18-24 h | Potency, µM (titrated, usually from 46 µM), for the others: at the highest dose activity change, negative = inhibition, usual class: inhibitors | 360,000 compounds, 2.1% hits | AID 504444; also: potency is read from the fitted curve at half-maximal effect; % is scaled to controls: 0 for no effect and ±100 for the full control effect; nearly all actives have a fitted effect of over 60% in size
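A549 ARE_Fluc cells (5000/well, 5% FBS OPTI-MEM) pre-incubated 2 h, then treated with compounds 18-24 h at 37C/5% CO2 in concentration-response. CellTiter-Fluor viability read first; BugLite luciferase luminescence after 15 min at room temperature gives Nrf2 activity.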
Nrf2 activator: activates Nrf2 signaling | AID 624171 | 410,000 compounds, 0.31% hits | Potency, µM (top dose mostly 46.1 µM), for the others: top-dose activation, usual class: activators | AREc32 ARE-luciferase reporter (MCF7-derived line), luminescence, 24 h; also: potency is read from the fitted curve at half-maximal effect; % of control where 0% means no effect; nearly all actives have a fitted effect of over 65% in size
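Luminescent ARE reporter assay in AREc32_Fluc cells: overnight plating at 37 deg C, 24 hr compound incubation, Steady-Glo added, 30 min RT before reading.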
MmCpn inh: blocks the Methanococcus maripaludis chaperonin Mm-Cpn. 330,000 compounds, 0.031% hits. AID 504842. Potency, µM (series often up to 76.9 µM), for the others: at the top dose activity, negative = inhibition, most hits filed as inhibitors. purified Mm-Cpn ATPase, ADP Transcreener TR-FRET; also: potency is read from the fitted curve at half-maximal effect; % is scaled to controls: 0 for no effect and ±100 for the full control effect; nearly all actives have a fitted effect of over 80% in size
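Reaction buffer contained 30 mM Tris pH 7.4, 100 mM KCl, 5 mM MgCl2 and 1 mM DTT. Mm-CPN (25 nM final) hydrolysed 10 uM ATP over 30 min at 37°C; ADP was read by HTRF.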
CCT chaperon mod: changes cytosolic chaperonin activity | activity change, % (concentration not given with the values), hits read low | 360,000 compounds, 0.3% hits | purified chaperonin ATPase assay, HTRF ADP detection, 30 min; in the data active = activity change below about -30%; also: % is scaled to controls: 0 for no effect and ±100 for the full control effect
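Nucleotide hydrolysis assay: TRiC at 20–40 nM final (set by batch activity) with 10 uM ATP, 30 min at 37 °C, in presence of 76 uM compound. Detection by competitive ADP HTRF, 30 min ambient.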
The depositor's hits bear a star; i = inactive; ? = inconclusive; . = not tested or not shown; [ ] = remark or other dose. Unless noted, calls follow the shape of the dose curve; as a rule, active = well fitted curve in the direction sought with a large enough effect; inconclusive = small, poorly fitted or top-dose-only effect, or another doubt; inactive = no such curve, though single readings can be large; an effect the other way counts as inactive or inconclusive.

Each structure is followed by: ATXN viability, HepG2 tox, Akt phos inh, TGFb inhibitor, A549 viability, Nrf2 block, Nrf2 activator, MmCpn inh, CCT chaperon mod
CC(C)C(NC(=O)c1cccc(S(=O)(=O)N2CCOCC2)c1)C(=O)NCc1ccc(Cl)cc1 (stereo not drawn)
→ i, 2%, i, ?, 8%, -12%, 2.4%, -2%, 0.5
O=C(CSc1nnc(-c2ccccc2F)n1C1CCCCC1)Nc1cc(C(=O)O)ccc1Cl
→ i, -1%, i, 12%, 1%, -1%, 0.4%, 1%, 0.2
O=C1N(S(=O)(=O)c2ccccc2F)C(=O)C2(CCCC2)N1S(=O)(=O)c1ccccc1F
→ i, -3%, i, -2%, -1%, 0%, 0.1%, -1%, -1.1
COc1ccccc1OCCC(=O)Nc1ccc2c(c1)OCO2
→ i, 0%, i, 4%, 21%, -20%, 3.4%, 2%, 0.0
Cc1ccc(C)c(C(C)NC(=O)C2CCCC2)c1 (stereo not drawn)
→ ?, 0%, i, 1%, -1%, 2%, -0.9%, ?, -0.8
O=C(NCCN1CCCCC1)c1ccc(Cn2c(SCc3cccc(F)c3)nc3cccnc32)cc1
→ ., -33%, ., -23%, -10%, 2%, 5.0%, ., .
CC(C)C(=O)Nc1ccc(C(=O)NNC(=O)NC2CCCCC2)cc1
→ i, -35%, i, -3%, -3%, -20%, -0.4%, -1%, 2.8
Cc1[nH]c(=O)c(C#N)c(C)c1CCC(=O)NCc1ccc(Cl)cc1
→ i, -1%, i, -5%, -3%, -20%, 2.0%, 0%, 0.7
CC(=O)c1ccc(N2CCN(C(=O)c3cc(-c4ccncc4)nc4ccc(Br)cc34)CC2)cc1
→ i, -2%, i, 2%, 4%, 10%, 3.7%, -5%, -0.2
CC(=O)CCS(=O)(=O)c1ccc(Oc2ccc(S(=O)(=O)CCC(C)=O)cc2)cc1
→ i, 5.6µM*, i, ?, -6%, -25%, ?, 0%, 0.0
O=C(NCCS(=O)(=O)N1CCN(c2cccc(Cl)c2)CC1)C1CC1
→ ?, 3%, i, ?, 2%, -1%, -0.6%, 1%, -4.2
CCn1cc(CNC(=O)c2cc(COc3ccc(F)cc3Cl)on2)cn1
→ i, -48%, i, -23%, -12%, ?, 2.1%, 11%, -0.6
Cc1nc(SCC(=O)NC(C)(C)C)c2c(-c3cccs3)csc2n1
→ i, -28%, i, ?, 7%, -14%, 4.8%, -5%, 1.7
O=C(CN1CCCCCC1)Nc1ccc(F)c(F)c1F
→ ., -18%, ., -7%, -4%, 5%, -0.5%, -2%, 0.8
C[C@@]12CCC3[C@@](CC[C@@H]4[C@](C)(C(=O)O)CCC[C@@]34C)(C[C@H]1O)C2 (stereo partly drawn)
→ i, -7%, i, 11%, 0%, 7%, 0.1%, 2%, 0.4
O=C(CNC(=O)c1cccc(N2C(=O)c3ccccc3C2=O)c1)Nc1ccc(F)c(F)c1
→ i, -4%, i, 2%, -1%, 11%, -0.6%, 1%, 3.0
Cc1ccccc1NC1(C#N)C(=O)Nc2ccccc21 (stereo not drawn)
→ ?, 0%, i, -9%, -1%, 2%, 0.0%, 0%, -3.7
CCC(=O)N1c2ccccc2CC1C(=O)NCc1ccc(OC(C)C)cc1 (stereo not drawn)
→ i, 2%, ., -7%, 1%, ., 0.4%, ., .
CC1(c2ccc3ccccc3c2)NC(=O)N(CC(=O)N2CCC(C(N)=O)CC2)C1=O (stereo not drawn)
→ i, -9%, i, -7%, 0%, -16%, 0.7%, 2%, -0.2
O=C(Nc1cccc2c(=O)[nH][nH]c(=O)c12)c1ccc([N+](=O)[O-])cc1
→ i, -36%, i, 41%[activator], ., ., 5.7%, ., -1.1
Cc1cccn2c(=O)cc(COc3cccc(NC(=O)COc4ccc(F)cc4)c3)nc12
→ ., 3%, ., -21%, -10%, ., 0.0%, ., .
O=C(CSc1nc2ccccc2[nH]1)c1cccs1
→ i, -6%, i, 1%, 5%, ?, 24%, 1%, -1.8
Cc1noc(C)c1S(=O)(=O)N1CCCC(C(=O)c2cccc(OC(C)C)c2)C1 (stereo not drawn)
→ i, 3%, i, 4%, 4%, ?, 0.1%, -10%, 1.4
Cn1c(=O)n(CCc2ccccc2)c(=O)c2c1nc1n2CCN1c1ccc(Cl)cc1
→ ., 1%, ., -1%, 2%, 9%, 6.4%, ., .
COc1cccc(OCc2cc(C(=O)NCc3cnc4ccccn34)no2)c1
→ ?, -33%, i, ?, 0%, ?, 7.2%, 3%, -0.8
O=C(Nc1ccc2c(c1)OCO2)Nc1ccccc1F
→ i, -54%, i, -9%, 0%, ?, -0.1%, -1%, -2.0
Cc1ccc(N2CCN(C(=O)NC3CCCCC3)CC2)c(C)c1
→ i, -2%, i, 9%, 4%, ?, -0.8%, -5%, 0.8
CS(=O)(=O)N1N=C(c2ccco2)CC1c1cccc([N+](=O)[O-])c1 (stereo not drawn)
→ i, 2%, i, -14%, 3%, 3%, -0.9%, -1%, -2.4
CN(c1ccccc1)c1nc(N)c([N+](=O)[O-])c(NCc2ccco2)n1
→ i, 15%, i, -2%, 3%, -2%, 12%, -1%, 3.5
Cc1cc(-c2ccc(C(C)C)c(S(=O)(=O)N3CCC(C)CC3)c2)on1
→ i, -31%, ., ?, 8%, 7%, 0.4%, 0%, -1.1
COc1ccc(S(=O)(=O)N2CCN(CCOc3ccc(Br)cc3)CC2)cc1OC
→ i, -46%, i, ?, -16%, 5.8µM*, 4.3%, -1%, 2.4
COc1ccc(Br)cc1CNc1ccc2[nH]c(=O)[nH]c2c1
→ i, -11%, i, 5%, -2%, -13%, -0.5%[9.22 µM], -5%, 0.7
Cc1[nH]c2ccccc2c1C(c1ccncc1)N1CCN(c2ccc(F)cc2)CC1 (stereo not drawn)
→ i, -33%, i, ?, 7%, -14%, 0.5%[9.22 µM], -4%, -0.8
Cc1ccc(-c2nn(-c3ccc(F)cc3)c3c2cnc2cc(F)c(F)cc23)cc1
→ i, 3%, ., -23%, -1%, -7%, -1.0%, ., .
COc1ccc(CCNC(=O)CCc2ccc(S(=O)(=O)NCC(C)C)cc2)cc1OC
→ i, 3%, i, -4%, -9%, -14%, 0.0%, -1%, 0.4
CC1(C)Cc2c(sc(/N=C/N3CCCCCC3)c2C#N)C(C)(C)N1
→ i, -3%, i, 16%, -10%, 14%, 4.4%, -1%, 0.0
CC(C)CC(=O)N(Cc1ccc(F)cc1)C1CCS(=O)(=O)C1 (stereo not drawn)
→ i, 0%, i, -11%, -6%, -5%, -0.1%, -19%, -5.2
CCn1c(SCC(=O)Nc2ccc(C(=O)OC)cc2)nnc1-c1cccs1
→ i, -4%, i, -4%, 0%, -9%, 0.4%, -25%, -2.2
CCC(C)NC(=O)/C=C1\Sc2ccccc2NC1=O (stereo not drawn)
→ i, 3%, i, -3%, -14%, 16%, ?, 0%, -0.6
CCOC(=O)Cn1cnc2c(cnn2-c2ccccc2)c1=O
→ i, -34%, i, -22%, 3%, 9%, 0.0%, -3%, 1.2
CCOC(=O)Nc1ccc(OC)cc1S(=O)(=O)N1CCCCC1
→ ?, 3%, ., ?, 1%, 13%, 2.9%, -1%, -2.3
Cc1nc(SCC(=O)NC2CCS(=O)(=O)C2)c2c3c(sc2n1)CCCC3 (stereo not drawn)
→ i, 0%, i, -1%, -4%, -16%, 0.2%, -7%, 0.2
CCOc1cc(C)c(C(C)C)cc1S(=O)(=O)NCc1ccccn1
→ i, -14%, i, 9%, 13%, -8%, -0.3%, ., -7.3
CC(C)c1ccc(N2CC(C(=O)Nc3nccs3)CC2=O)cc1 (stereo not drawn)
→ i, 1%, i, -3%, 8%, 8%, 0.3%, 1%, -2.2
COc1ccccc1NC(=O)N(Cc1ccc2c(c1)OCO2)Cc1nc2ccccc2c(=O)[nH]1
→ i, 1%, i, -2%, -1%, 12%, -1.0%, 0%, 1.5

Single values from the results shown.
HepG2 tox with `CCC(C)NC(=O)/C=C1\Sc2ccccc2NC1=O` (stereo not drawn) = 3%
HepG2 tox with `Cc1nc(SCC(=O)NC2CCS(=O)(=O)C2)c2c3c(sc2n1)CCCC3` (stereo not drawn) = 0%

(listing goes on)
Each structure is followed by: ATXN viability, HepG2 tox, Akt phos inh, TGFb inhibitor, A549 viability, Nrf2 block, Nrf2 activator, MmCpn inh, CCT chaperon mod
COc1cccc(Nc2nc3cc(OC)ccc3cc2C#N)c1
→ i, 6%, i, 4%, 0%, 8%, 0.8%, 1%, -0.3
Cc1ccc(N=Cc2c(O)c3ccccc3n(C)c2=O)cc1
→ i, -3%, i, 5%, -3%, -1%, 5.7%, 1%, 2.3
Fc1ccc(NC(=S)N2CCN(c3cccc(C(F)(F)F)c3)CC2)cc1
→ i, -33%, i, ?, 7%, ?, -0.5%[9.22 µM], 0%, -5.1
CC(C)c1ccc(OCC(=O)NCCS(=O)(=O)N2CCN(c3ccc(F)cc3)CC2)cc1
→ ., 0%, ., -7%, -12%, ., -0.7%, ., .
CC(C)c1cnc2c(c1SCc1cccc(C(F)(F)F)c1)c(=O)n(C)c(=O)n2C
→ ., -17%, ., 0%, 0%, ., -0.6%, ., .
O=C(Nc1cc2cccc([N+](=O)[O-])c2oc1=O)c1cccs1
→ i, -39%, i, ?, -1%, ?, 10%, -1%, -4.6
CC(C)CN1CCN(CCCc2ccccc2)C(CCO)C1 (stereo not drawn)
→ i, -7%, i, 5%, 9%, 18%, -0.2%, 0%, -0.3
O=C(/C=C/c1ccccc1[N+](=O)[O-])c1ccc(F)cc1
→ i, -7%, i, -9%, 1%, 6%, 4.6%, 1%, -1.4
O=C(NCCN1CCOCC1)c1cc(-c2ccc(Cl)s2)nc2ccccc12
→ i, -9%, i, -26%, 0%, -9%, 2.5%, -17%, -1.4

Compounds were not picked by outcome; overall some 4.4% were active at least once.
